Giardia FBPA inh: inhibitors of Giardia lamblia fructose-1,6-bisphosphate aldolase; A8B2U2; purified Giardia FBPA; Potency, µM (top dose mostly 59.6 µM), for the others: at the highest dose activity, negative = inhibition, usual class: inhibitors; actives 0.71% (n = 290,000); AID 2451; note: potency is the fitted concentration of half-maximal effect; % is set by controls: 0 for no effect and ±100 for the full control effect; nearly all actives have a fitted effect of over 55% in size
Target sequence (A8B2U2 whole entry, looked up): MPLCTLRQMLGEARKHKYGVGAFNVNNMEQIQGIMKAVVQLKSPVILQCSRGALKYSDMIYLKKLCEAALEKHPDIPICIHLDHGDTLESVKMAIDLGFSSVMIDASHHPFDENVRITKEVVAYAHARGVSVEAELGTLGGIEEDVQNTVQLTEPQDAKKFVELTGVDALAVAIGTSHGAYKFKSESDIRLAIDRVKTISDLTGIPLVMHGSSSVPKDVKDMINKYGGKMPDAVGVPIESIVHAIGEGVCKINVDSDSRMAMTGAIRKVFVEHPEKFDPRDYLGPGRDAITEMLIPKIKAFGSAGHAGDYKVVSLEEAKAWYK
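40 nM FBPA preincubated 10 min at RT with compound (up to 57.5 uM final), then substrate plus GAPDH/TPI/NAD/arsenate coupling and diaphorase/resazurin added. Fluorescence read after 20 min at RT, 525/598 nm.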
AMA1 RON2 block: AMA1-RON2 (P. falciparum) interaction inhibition; Potency, µM (series often up to 58.2 µM), for the others: at the top dose activity change, negative = inhibition, most hits filed as inhibitors; actives 0.2% (n = 360,000); AlphaScreen AMA1-biotinylated RON2 peptide binding; AID 720542;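 note: potency is the fitted concentration of half-maximal effect; 0% = vehicle wells and -100% = peptide control; nearly all actives have a fitted effect of over 45% in size; some results filed as inactive show a strong effect at the top dose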
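AMA1 (3D7) with his tag at 25 nM final met compounds first, then biotinylated RON2 peptide at 25 nM; detection used donor plus acceptor beads, 10 µg/mL apiece, read by AlphaScreen after 30 min at room temperature.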
HCMV antiviral: human cytomegalovirus inhibition; HFF cells, HCMV-luciferase reporter, 72 h; hits give low values; activity change, negative = inhibition, % at 57.5 µM; actives 4.5% (n = 410,000); in the data active = activity change below about -60%; inconclusive = no clear call, values can overlap the other calls; inactive = above about -39%; note: % is set by controls: 0 for no effect and ±100 for the full control effect
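Screen run at 2 compound doses on HFFs infected with reporter HCMV, MOI 1 PFU/cell. Luciferase activity from cell lysates at 72 h post infection gave inhibition relative to buffer-only and Salinomycin wells.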
Cycloheximide cs: counter-screen for Shiga toxin inhibitors: cycloheximide protein synthesis inhibition; max response, %; actives 12% (n = 300,000); cell reporter, cycloheximide protein synthesis inhibition counterscreen; in the data active = max response mostly above about 13%, no sharp cut-off; inactive = mostly below about 14%; note: read at 38.3 µM for the half of the compounds with a filed dose; 0% is about no effect
Shiga inhibitor: blocks Shiga toxin action in Vero cells; Vero cells, Shiga toxin protein synthesis inhibition reporter; inhibition, % at 38.7 µM; actives 9.2% (n = 290,000); AID 2315; in the data active = inhibition mostly above about 28%, no sharp cut-off; inactive = mostly below about 43%; note: 0% is about no effect
AmpC detergent: inhibitors of E. coli AmpC beta-lactamase with detergent; P00811; actives 0.041% (n = 370,000); AmpC hydrolysis of nitrocefin, absorbance 480 nm, 0.01% Triton; Potency, µM (doses to about 114 µM), without a hit: top-dose activity change, negative = inhibition, hits mostly inhibitors;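 note: potency is the fitted concentration of half-maximal effect; 0% = no-compound wells and -100% = no-enzyme wells; nearly all actives have a fitted effect of over 25% in size; some results filed as inactive show a strong effect at the top dose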
Target sequence (P00811 whole entry, looked up): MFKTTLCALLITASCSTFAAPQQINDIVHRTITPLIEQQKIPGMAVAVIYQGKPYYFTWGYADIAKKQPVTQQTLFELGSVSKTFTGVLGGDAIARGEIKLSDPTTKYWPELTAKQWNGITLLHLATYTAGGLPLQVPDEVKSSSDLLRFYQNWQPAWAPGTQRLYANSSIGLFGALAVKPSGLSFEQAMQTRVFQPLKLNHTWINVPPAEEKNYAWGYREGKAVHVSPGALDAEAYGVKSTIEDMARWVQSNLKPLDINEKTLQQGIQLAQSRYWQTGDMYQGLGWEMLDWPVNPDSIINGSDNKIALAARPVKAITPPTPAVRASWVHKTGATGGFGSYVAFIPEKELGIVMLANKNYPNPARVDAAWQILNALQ
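AmpC (5.3 nM in the dispensed reagent) in 20 mM phosphate pH 7.0 with 0.01% (detergent screen) or 0.0001% Triton X-100 was preincubated with compounds for 15 min at room temperature. Nitrocefin was then added from an 800 uM solution, and hydrolysis was followed at 480 nm.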
AmpC inh no detg: inhibitors of E. coli AmpC beta-lactamase without detergent; AmpC nitrocefin hydrolysis, absorbance 480 nm, 0.0001% Triton; Potency, µM (titrated, usually from 57.1 µM), for the others: top-dose activity change, negative = inhibition, most hits filed as inhibitors; actives 0.52% (n = 330,000); AID 485341;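 note: potency is the fitted concentration of half-maximal effect; plate controls were no compound for no effect and no enzyme for full effect; nearly all actives have a fitted effect of over 20% in size; some results filed as inactive show a strong effect at the top dose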
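AmpC (5.3 nM in the dispensed reagent) in 20 mM phosphate pH 7.0 with 0.01% (detergent screen) or 0.0001% Triton X-100 was preincubated with compounds for 15 min at room temperature. Nitrocefin was then added from an 800 uM solution, and hydrolysis was followed at 480 nm.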
* = called active by the depositor; ? = inconclusive; · = not tested or not shown; & = joins results of further samples; [ ] = remark or other dose. Unless noted, calls come from the whole dose curve; as a rule, active = well fitted curve in the direction sought with a large enough effect; inconclusive = small, poorly fitted or top-dose-only effect, or another doubt; inactive = no such curve, though single readings can be large; an effect the other way counts as inactive or inconclusive.

SMILES	Giardia FBPA inh	AMA1 RON2 block	HCMV antiviral	Cycloheximide cs	Shiga inhibitor	AmpC detergent	AmpC inh no detg
O=c1cc(-c2ccccc2)[nH]c2ccc(F)cc12	-1%[136 µM]	-2%	-62*	16&21	17	-9%	-23%
CCCCNC(=O)CCN1N=C(c2ccccc2)CCC1=O	2%	14%	15	-2	-7	-23%	-1%
COC(=O)C1=C[C@@H](C(=O)OC)C2C3=C(C(=O)[C@]2(C)NC(=O)c2ccccc2)[C@H](C)n2c(=O)n(-c4ccccc4)c(=O)n2[C@@H]3C1 (stereo partly specified)	-2%	·	·	-1	-3	·	·
O=C(NNC(=O)c1cccnc1)NC1CCCCC1	6%	6%	-31	-3	-2	2%	-9%
COc1cc(CN2CCN(Cc3ccccc3C(F)(F)F)CC2)cc(OC)c1OC	?	-19%	-17	-3	-4	3%	83%[activator]
CCN1CC(CN(C)Cc2nc(-c3ccc(Cl)cc3)no2)CC1=O (stereo unspecified)	1%	-1%	?	6	2	0%	92%[activator]
Cc1ccnc(NC(=O)c2ccc3c(c2)C(=O)N(CCC(C)C)C3=O)c1	·	-9%	25	8	14	3%	-22%
COc1ccccc1NS(=O)(=O)c1cccc(NC(=O)c2[nH]c(C)c(C(C)=O)c2C)c1	-11%	-10%	0	-2	-5	7%	-56%
Nc1c(C(=O)NCc2ccc(Cl)cc2)sc2nc3c(c(C(F)(F)F)c12)CCC3	9%	62%[activator]	?	1	-5	?	-23%
CCN(CC)C(=O)Cn1cc(S(=O)(=O)CC(=O)NCc2ccc(F)cc2)c2ccccc21	·	-1%	-1	-3	3	-12%	92%[activator]
COc1ccc(CNC(=O)C2CCN(C(=O)c3ccc(F)cc3)CC2)cc1OC	·	-8%	-23	·	·	-3%	-5%
C=C1CCN(C(Cc2ccccc2)C(=O)Nc2ccc(OC)cc2)S(=O)(=O)c2ccccc21 (stereo unspecified)	-16%	·	·	9	17	·	·
CCOC(=O)CC1C(=O)NCCN1Cc1cccc(C(F)(F)F)c1 (stereo unspecified)	-10%	5%	?	-3	-10	-11%	24%
CC(=O)Nc1sc(C)c(C)c1C(=O)OCC(=O)Nc1cc(S(=O)(=O)N2CCCCC2)ccc1Cl	1%	-13%	?	-4	11	-3%	?
O=C(Cn1c(COc2ccc(Cl)cc2)nc2ccccc21)NCC(F)(F)F	1%	-12%	-7	10	0	1%	-2%
COc1ccccc1Nc1c([N+](=O)[O-])cc(C)cc1[N+](=O)[O-]	2%	?	?	-2	23	-13%	-18%
CCC[N+](CC#Cc1ccccc1)(CCC)CC(=O)OC	0%	-2%	-38	1	-7	?	-9%
CCCCCCC(O)(c1ccccc1)C(CN1CCOCC1)c1ccccc1 (stereo unspecified)	-14%	0%	-76*	1	-10	-5%	138%[activator]
CCn1c(Cc2cccn2C)nnc1SCC(=O)c1ccc(C)cc1	-3%	-3%	30	35*	129*	4%	53%
COc1ccc2c(c1)c(=O)oc1cc3occ(C(C)(C)C)c3cc12	3%	10%	-11	-3	-46	-9%	-17%
Cn1c(NC(=O)c2ccc(Cl)cc2)c(-c2ccccn2)c(=O)c2ccccc21	1%	9%	-13	-2	-20	2%	-14%
COCCn1c(=O)[nH]c(=O)c2cc(C(=O)c3cc(Cl)ccc3O)cnc21	12%	0%	·	8	32	1%	-36%
Cc1ccc(CN(C)C(=O)COC(=O)CSc2ccc(C(N)=O)cc2[N+](=O)[O-])cc1	·	-3%	-12	·	·	-11%	-1%
COc1ccc(CC(=O)Nc2cccc(/C(C)=N/NC(=O)c3cccc([N+](=O)[O-])c3)c2)cc1	1%	76%[activator]	-27	3	19	2%	?
CC(C)(C)NC(=O)NC(=O)COC(=O)Cc1c(Cl)cccc1Cl	0%	4%	10	2	19	2%	-19%
CNC(C)C#Cc1ccc2sc3cccc(OC)c3c(=O)c2c1 (stereo unspecified)	3%	0%	2	12*	19*	-10%	125%[activator]
CC(Oc1ccc(Br)cc1)C(=O)Nc1cc(Cl)ccc1N1CCN(C)CC1 (stereo unspecified)	·	?	-4	·	·	0%	64%[activator]
CC(=O)N1CCN(C(=S)NC(=O)c2ccc(F)cc2)CC1	·	28%	?	·	·	·	-24%
COCCCN(C)C1CCN(C(=O)Nc2ccc(F)cc2)CC1	6%	16%	2	-2	-1	?	-11%
O=C(Nc1cc([N+](=O)[O-])ccc1F)c1ccc2c(c1)OCCO2	-3%	-25%	7	28*	56*	1%	-12%
Cc1c(CCC(=O)O)c(=O)oc2c(C)c(OCc3ccccc3Cl)ccc12	-2%	-5%	-10	2	-3	?	-26%
O=C(NCCCn1ccnc1)/C(=C\c1ccccc1Cl)NC(=O)c1ccccc1	·	-9%	1	1	-3	-6%	-19%
Clc1ccc(CN2CCc3c([nH]c4ccccc34)C2)cc1Cl	?	-21%	79	-3	-4	-6%	-33%
CC(NC(=O)c1ccnc(C(C)(C)C)c1)c1ccccc1 (stereo unspecified)	2%	10%	?	-6	2	-11%	-13%
Cc1cc(NC(=O)CCCn2nc([N+](=O)[O-])c(Br)c2C)no1	1%	-3%	-24	-2	6	-13%	-23%
Cc1ccc(C)c(NC(=O)CN(C)C(=O)c2cccc(-n3cccc3)c2)c1	·	-21%	-18	·	·	?	5%

Reprinted at random: 2 records from the list, in no set order.
SMILES	Giardia FBPA inh	AMA1 RON2 block	HCMV antiviral	Cycloheximide cs	Shiga inhibitor	AmpC detergent	AmpC inh no detg
O=C(Nc1cc([N+](=O)[O-])ccc1F)c1ccc2c(c1)OCCO2	-3%	-25%	7	28*	56*	1%	-12%
Clc1ccc(CN2CCc3c([nH]c4ccccc34)C2)cc1Cl	?	-21%	79	-3	-4	-6%	-33%

Later entries:
SMILES	Giardia FBPA inh	AMA1 RON2 block	HCMV antiviral	Cycloheximide cs	Shiga inhibitor	AmpC detergent	AmpC inh no detg
COc1cccc(C(c2nnnn2Cc2ccco2)N2CCN(c3cccc(C)c3C)CC2)c1OC (stereo unspecified)	0%	-8%	-4	17	58*	-13%	20%
CCCn1nc(C(=O)NNC(=O)CCOc2ccccc2OCC)c2ccccc2c1=O	·	137%[activator]	-9	·	·	-11%	40%
COc1ccc(/C=C2\SC(=S)N(CCC(=O)N(CCO)c3ccccc3)C2=O)cc1OC	6%	12%	-60*	-5	-16	0%	17%
COc1ccc(CN(C(=O)c2ccc(-c3ccccc3)[nH]2)C(C(=O)NC(C)(C)C)c2ccncc2)cc1 (stereo unspecified)	-17%	?	3	11	36	2%	159%[activator]
CN(C)CC[C@@H](c1ccc(Cl)cc1)c1ccccn1	1%&-2%&4%	-4%	?	-3	4	·	·
CCOc1cc(CNc2ccc(O)cc2)cc(Br)c1OCc1ccccc1F	?	56%[activator]	·	2	-2	1%	4µM*
O=C(CCNS(=O)(=O)c1ccc(Cl)cc1)N1CCC2(O)CCCCC2C1 (stereo unspecified)	3%	5%	2	1	-22	40µM*	15%
Cc1cccc(NC(=S)NC(=O)c2ccc(Br)o2)c1C	-7%	40%[activator]	-3	1	32	-5%	-19%
CCOC(=O)c1cnc(SCC#N)nc1N	1%	25%	-38	7	13	-3%	-7%
Cc1ccc(N=CC2=C(O)CC(c3ccco3)CC2=O)cc1 (stereo unspecified)	0%	21%	-29	21*	41	-6%	-16%
C[C@@H]1CC[C@]2(C(=O)O)CC[C@]3(C)C(=CCC4[C@@]5(C)CC[C@H](O)[C@@](C)(C(=O)O)C5CC[C@]43C)C2[C@]1(C)O (stereo partly specified)	·	13%	-20	·	·	·	-11%
CCCCn1c(=O)c(CCC(=O)O)nc2ccccc21	17%	23%	47	2	-5	-7%	-13%
Nc1c(Cl)ncnc1N/N=C/c1ccc2ccccc2n1	-2%	-12%	-98*	69*	121*	4%	-19%
CC(=O)NC(=O)c1nnn(Cc2ccccc2)c1NC(C)=O	8%	11%	4	11	-11	-12%	-19%
O=C(Nc1cc(S(=O)(=O)N2CCOCC2)ccc1Cl)c1cc(=O)c2ccccc2o1	3%	0%	-19	3	-3	4%	-8%
O=C(Cn1ncc2c3ccccc3n(Cc3ccc(Cl)cc3)c2c1=O)NCCCN1CCCC1=O	-8%	0%	1	8	2	2%	147%[activator]
CC(C)C(=O)Nc1nnc(NC(=S)Nc2ccccc2)s1	5%	55%[activator]	61	34*	68*	?	-33%

Gathered by group, the compounds so far containing fluorine
SMILES	Giardia FBPA inh	AMA1 RON2 block	HCMV antiviral	Cycloheximide cs	Shiga inhibitor	AmpC detergent	AmpC inh no detg
O=c1cc(-c2ccccc2)[nH]c2ccc(F)cc12	-1%[136 µM]	-2%	-62*	16&21	17	-9%	-23%
COc1cc(CN2CCN(Cc3ccccc3C(F)(F)F)CC2)cc(OC)c1OC	?	-19%	-17	-3	-4	3%	83%[activator]
Nc1c(C(=O)NCc2ccc(Cl)cc2)sc2nc3c(c(C(F)(F)F)c12)CCC3	9%	62%[activator]	?	1	-5	?	-23%
CCN(CC)C(=O)Cn1cc(S(=O)(=O)CC(=O)NCc2ccc(F)cc2)c2ccccc21	·	-1%	-1	-3	3	-12%	92%[activator]
COc1ccc(CNC(=O)C2CCN(C(=O)c3ccc(F)cc3)CC2)cc1OC	·	-8%	-23	·	·	-3%	-5%
CCOC(=O)CC1C(=O)NCCN1Cc1cccc(C(F)(F)F)c1 (stereo unspecified)	-10%	5%	?	-3	-10	-11%	24%
O=C(Cn1c(COc2ccc(Cl)cc2)nc2ccccc21)NCC(F)(F)F	1%	-12%	-7	10	0	1%	-2%
CC(=O)N1CCN(C(=S)NC(=O)c2ccc(F)cc2)CC1	·	28%	?	·	·	·	-24%
COCCCN(C)C1CCN(C(=O)Nc2ccc(F)cc2)CC1	6%	16%	2	-2	-1	?	-11%
O=C(Nc1cc([N+](=O)[O-])ccc1F)c1ccc2c(c1)OCCO2	-3%	-25%	7	28*	56*	1%	-12%
CCOc1cc(CNc2ccc(O)cc2)cc(Br)c1OCc1ccccc1F	?	56%[activator]	·	2	-2	1%	4µM*

High-throughput results (PubChem BioAssay)
